HSP90 inh = HSP90 inhibitors, primary screen, cell lysate, luminescence; Heat shock protein HSP 90 (rabbit reticulocyte lysate; luciferase refolding); Rabbit reticulocyte lysate, luciferase refolding luminescence, 3 h; inhibition, % at 5.6 µM; 290,000 compounds, 0.91% hits; AID 1789, 2009;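 active = inhibition above the screen-wide mean plus 3 SD, computed separately per campaign, cut at about 16% in these data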;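 note: 0% = DMSO wells and 100% = 60 µM geldanamycin wells; inhibitors lower the luminescence because luciferase stays unfolded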
HDAC3 inh = HDAC3 deacetylase inhibitors, primary screen, biochemical, fluorescence, cell-free homogeneous | AID 2718, 2010 | Histone deacetylase 3 (Homo sapiens), O15379 | 320,000 compounds, 0.15% hits | inhibition, % at 8.3 µM | recombinant HDAC3, fluorogenic peptide/trypsin coupled; in the data active = inhibition above about 26%, passing the limit was not always enough; inconclusive = no clear call, values can overlap the other calls
Target sequence (O15379 whole entry, looked up): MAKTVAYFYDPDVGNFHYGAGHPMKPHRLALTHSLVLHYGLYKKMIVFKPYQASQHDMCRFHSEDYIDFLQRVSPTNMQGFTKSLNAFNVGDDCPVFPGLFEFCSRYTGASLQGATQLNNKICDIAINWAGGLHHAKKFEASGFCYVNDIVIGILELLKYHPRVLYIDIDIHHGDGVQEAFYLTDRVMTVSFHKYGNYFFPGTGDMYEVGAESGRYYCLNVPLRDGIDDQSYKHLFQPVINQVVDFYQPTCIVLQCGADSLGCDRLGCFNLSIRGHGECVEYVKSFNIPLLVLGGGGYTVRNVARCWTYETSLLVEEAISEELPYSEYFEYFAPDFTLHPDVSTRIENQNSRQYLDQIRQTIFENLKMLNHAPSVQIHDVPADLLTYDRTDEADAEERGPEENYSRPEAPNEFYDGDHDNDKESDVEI
AI-2 QS modul = Vibrio harveyi AI-2 quorum sensing modulators, primary screen, JMH597 strain, luminescence/OD600 ratio; activity change, % at 7.5 µM; 300,000 compounds, 0.4% hits; AID 2094, 2009; Vibrio harveyi JMH597 AI-2 luminescence/OD600 ratio, 9 h; stronger effect = lower value; strain lacks LuxN and CqsS sensors; 0 = neutral-control median; in the data active = activity change below about -75%, passing the limit was not always enough; inconclusive = no clear call, values can overlap the other calls;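 note: luminescence divided by OD600 gain over 9 h not by final OD600 alone; inactives centre near 13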
HSF-1 act = HSF-1 activators, primary screen, NIH3T3-HGL cells, MG132 stress, luminescence, single point. NIH3T3-HGL HSF-1 luciferase reporter, 8 h; 100% = twice DMSO control signal. activation, % at 9 µM. 300,000 compounds, 1.7% hits. AID 504408, 2011;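 active = mean replicate activation of at least 50% with a set share of replicates each reaching 50%; inconclusive = only one of those two conditions met; inactive = mean below 50% and too few replicates reaching it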;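 note: 0% = median of the neutral control wells and 100% = twice that signal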
KLF5 inh = KLF5 expression inhibitors, primary screen, DLD-1 cells, luminescence; 290,000 compounds, 0.23% hits; inhibition, % at 5 µM; DLD-1 KLF5 promoter-luciferase reporter;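 active = inhibition above a per-plate limit of that plate's mean compound inhibition plus 3 SD, cut at about 60% in these data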;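 note: 0% = DMSO wells and 100% = LY294002 at 200 µM; higher means less KLF5 promoter-driven luciferase light; inactives centre near -14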
HSF1 inhib = HSF1 inhibitors in luciferase reporter cells, primary screen, cell-based, NIH3T3, luminescence; NIH3T3-HGL HSE-luciferase, MG132-induced, luminescence 8 h; stronger effect = lower value; activity change, negative = inhibition, % at 7.5 µM (by protocol); 300,000 compounds, 0.77% hits; AID 2098, 2009;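 active = more than half of replicate wells show activity change below -50%, luminescence cut by over half; inconclusive = some wells, but at most half, below -50%; inactive = no replicate well below -50%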;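 note: luciferase reports HSF-1 transcriptional activity via heat shock element; 0% = median of DMSO wells and -100% = zero luminescence signal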
aSyn 5UTR inh = MLPCN primary screen, SNCA 5' untranslated region; 300,000 compounds, 0.82% hits; inhibition, % (tested at 7.5 µM); alpha-synuclein 5'UTR reporter, inhibitor activity; AID 1813, 2009; in the data active = inhibition above about 60%; inconclusive = no clear call, values can overlap the other calls;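 note: H4 neuroglioblastoma cells stably carrying SNCA 5'UTR luciferase fusion; 0% = DMSO wells and 100% = positive control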
Platelet DG rel = inhibitors of platelet dense granule secretion, primary screen, cell-based, MLPCN, human platelets; AID 1663, 2009; human platelet-rich plasma, SFLLRN dense granule ATP release, luminescence; 300,000 compounds, 0.22% hits; inhibition, %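 (compounds screened at 7.5 µM in platelet-rich plasma)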;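 active = mean replicate score, as percent of positive control, at or above 50; inconclusive = mean below 50 but at least one replicate at or above 50; inactive = mean and every replicate below 50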
IEC-6 cytotox = cytotoxicity in IEC-6 intestinal epithelial cells, primary screen, cytotoxicity control for KLF5 inhibitor project, cell-based, luminescence | IEC-6 cytotoxicity, luminescence viability | inhibition, % at 5 µM | 290,000 compounds, 0.78% hits; in the data active = inhibition above about 22%;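 note: 0% = plate median of test compound wells and 100% = cytotoxic reference compound wells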
HIF act = HIF pathway transcriptional activators, primary screen, cell-based, U2OS HRE-luciferase, luminescence; U2OS HRE-luciferase reporter; normalized: DMSO 0%, desferrioxamine 100%; activation, % at 7.5 µM (by protocol); 300,000 compounds, 0.32% hits; AID 1910, 2009;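 active = mean activation of at least 10% of the iron chelator positive control signal, with at least half of replicates also reaching 10%; inconclusive = mean and replicate majority disagree about reaching 10%; inactive = mean and most replicates under 10%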
* = called active by the depositor; ? = inconclusive; . = not tested or not shown. Rows were taken by chance; about 5% have a hit in one of these screens.

SMILES | HSP90 inh | HDAC3 inh | AI-2 QS modul | HSF-1 act | KLF5 inh | HSF1 inhib | aSyn 5UTR inh | Platelet DG rel | IEC-6 cytotox | HIF act
CC(C)(C)n1nc2c(c1NC(=O)c1ccc(F)c(F)c1)CS(=O)(=O)C2 | -1 | -5 | 15 | -6 | -13 | 1 | -5 | -5 | 0 | 0.6
CSc1ncccc1C(=O)NCC12CC3CC(CC(C3)C1)C2 | 2 | 5 | 11 | -3 | -5 | 4 | 15 | -8 | -5 | -0.2
CC(=O)CCC(=O)OCC(=O)c1ccc(C(F)(F)F)cc1 | 3 | -4 | 7 | 6 | -33 | 8 | 1 | -15 | 3 | 0.1
CCCCC(=O)NNC(=S)NC(=O)c1cccc([N+](=O)[O-])c1 | -1 | 2 | 45 | 2 | -10 | 1 | 14 | 17 | 0 | -0.9
COc1ccc(OC(C)C(=O)Nc2cccc(F)c2)cc1 (stereo not drawn) | 4 | 1 | 7 | 10 | 1 | -6 | -15 | -5 | -4 | -0.2
O=S1(=O)CCN2C=C(Cl)C=C(Cl)C2=N1 | 2 | -43 | 9 | -8 | -12 | -2 | 25 | 4 | 5 | -0.7
CCN1C(=O)CC(n2c(C)nc3ccccc32)C1=O (stereo not drawn) | 0 | 6 | 20 | -7 | -53 | 4 | -4 | -4 | 0 | -4.5
O=C(CC1SC(=Nc2ccccc2)N(CCCO)C1=O)Nc1ccc(Cl)cc1 (stereo not drawn) | -2 | 7 | 31 | . | 14 | . | . | . | 5 | .
Cc1ccc(NCC(O)C(O)C(O)CO)c(N=Nc2ccccc2)c1C (stereo not drawn) | 24* | 18 | -7 | -2 | -24 | -1 | -17 | 6 | 16 | 0.0
CCOC(=O)c1ccc(C(=O)NNC(=O)C2CC=CCC2)cc1 (stereo not drawn) | . | -5 | 13 | 7 | . | 4 | -14 | 4 | . | -0.1
O=C(Cc1ccccc1)NC1(Cc2ccc(O)cc2)CCCCC1 | 1 | 5 | 13 | -10 | -2 | 4 | 2 | 1 | 0 | 0.0
CC(=O)Nc1ccc2oc(-c3cc(F)c(F)cc3Cl)nc2c1 | -1 | -6 | 11 | -5 | -62 | -6 | ? | -5 | -11 | -2.4
O=C(Nc1ccncc1)c1ccc2c(c1)S(=O)(=O)c1ccccc1C2=O | 1 | 8 | 3 | -10 | 7 | -2 | 14 | -4 | 7 | 5.1
COc1ccc(Cl)cc1Nc1nc(-c2sc(NC(=O)CC(C)C)nc2C)cs1 | 5 | -8 | 31 | -53 | -2 | -39 | 15 | 3 | -1 | -0.8
N#CCCN1CCN(Cc2ccccc2)CCC1=O | -1 | -3 | 12 | 9 | -26 | 7 | -12 | 4 | -5 | 0.3
O=C(Nc1ccon1)c1sc2cc(F)ccc2c1Cl | 0 | 0 | . | . | -73 | . | . | . | 1 | .
CCOc1ccc(NC(=O)CN2CCN(CC(=O)Nc3ccccc3OC)CC2)cc1 | -4 | 13 | 21 | 27 | -23 | 1 | 12 | -4 | -3 | 0.8
C[C@H](O)c1[nH]c2cc(F)ccc2c1[C@H](C)O | -3 | -4 | 7 | 9 | -15 | -2 | -14 | 1 | -6 | 0.8
COC(=O)c1ccccc1NC(=O)CN1CCCCC1 | 2 | 1 | 9 | 3 | -29 | 0 | -17 | -9 | 3 | -0.4
CSc1ncc(Cl)c(C(=O)Nc2cccc(Cl)c2)n1 | 6 | 1 | -4 | -7 | -17 | 1 | 0 | 2 | 12 | 0.3
CCC(C)NC(=O)CN(c1cc(Cl)cc(Cl)c1)S(C)(=O)=O (stereo not drawn) | -3 | 10 | 6 | -12 | -62 | 3 | 0 | -5 | 1 | -0.3
O=C(c1c[nH]c(C(=O)C(Cl)(Cl)Cl)c1)c1ccccc1Br | -2 | -1 | 16 | 28 | -1 | 2 | -5 | -4 | -4 | -0.7
Cc1cc(C)c2nc(-c3cccnc3)cc(C(=O)NC(C)c3cnn(C)c3C)c2c1 (stereo not drawn) | 7 | -26 | 7 | 10 | -21 | 10 | -40 | -5 | -2 | -0.3
COc1ccc(OCc2cc(C(=O)NCCc3ccccc3)no2)c(Cl)c1 | -4 | -1 | 4 | -10 | -10 | -10 | -95 | -6 | 13 | 2.4
CC(=NCc1cccnc1)C1=C(O)c2ccccc2C1=O | 3 | 13 | 12 | 3 | -20 | 6 | 4 | . | 6 | 0.1
Further compounds:
SMILES | HSP90 inh | HDAC3 inh | AI-2 QS modul | HSF-1 act | KLF5 inh | HSF1 inhib | aSyn 5UTR inh | Platelet DG rel | IEC-6 cytotox | HIF act
CCCNC(=O)CNC(=S)N(Cc1cc(OC)c(OC)c(OC)c1)C1CCCC1 | -4 | 5 | 9 | 12 | -8 | 1 | 9 | -4 | -9 | -0.2
CCOC(=O)c1c(NC(=O)c2nn(CC)cc2Br)c(C#N)nn1-c1ccccc1 | 3 | 7 | -5 | 52* | -13 | 24 | 58 | 8 | 4 | -0.8
CCOC(=O)Cc1csc(NC(=O)CSc2cc(Cl)ccc2Cl)n1 | 2 | 2 | 8 | 18 | -12 | 6 | 10 | -10 | -3 | 0.0
COc1cnc(-c2ccccn2)nc1Oc1ccc(C(C)(C)C)cc1 | 1 | 0 | 29 | 9 | 11 | 2 | -23 | -4 | 2 | 0.2
COc1cc(-c2nc(-c3ccncc3)no2)cc(OC)c1OC | 0 | -6 | 9 | 0 | -11 | 0 | -4 | -4 | 4 | 0.2
COc1cc(/C=C/C(=O)Nc2nc3ccc(S(=O)(=O)NC(C)C)cc3s2)cc(OC)c1OC | 7 | 3 | 22 | -11 | -24 | 1 | 5 | 9 | -8 | -0.5
CC(=O)c1ccc(NS(=O)(=O)c2ccc3c(c2)N(C(C)=O)CCO3)cc1 | -3 | 0 | . | -6 | -24 | -3 | 13 | 8 | -6 | -0.1
CCC(CC)c1nn2c(N)c(/C=C3\C=Nc4ccccc43)c(=O)nc2s1 | -2 | -3 | 11 | 6 | -41 | -6 | -14 | -2 | -11 | 0.5
COC(=O)Cn1c(O)c(N=NC(=O)c2ccc3c(c2)OCO3)c2ccccc21 | 1 | -2 | 7 | 6 | 5 | 0 | -56 | 3 | 7 | -0.7
Cc1cc2cc(CNC(=O)c3ccc(S(=O)(=O)N4CCCCC4)cc3)ccc2n1C | 2 | -1 | 20 | -10 | -15 | 4 | 24 | 4 | -11 | -0.5
Cc1ccc(S(=O)(=O)N(C)C)cc1NC(=O)COC(=O)c1n[nH]c(=O)c2ccccc12 | -1 | -2 | 6 | -5 | -13 | 2 | -7 | 14 | 3 | 0.2
Cn1ncc2c(NNC(=O)Cc3cccc4ccccc34)ncnc21 | 6 | . | 29 | -4 | -94 | -3 | 19 | 10 | -2 | -0.4
CC(NC(=O)c1ccc2ccccc2n1)c1ccc(S(N)(=O)=O)cc1 (stereo not drawn) | 5 | 1 | 54 | 9 | -8 | 0 | 2 | -3 | 8 | -0.2
CC(C)(C)Nc1c2ccccc2nc2ccccc12 | 0 | -3 | 16 | -2 | -38 | -3 | -10 | 11 | 6 | 1.0
O=C(CCNS(=O)(=O)c1ccc(Br)cc1)NC1CCCCC1 | 2 | -7 | 9 | -7 | -22 | -8 | 5 | 0 | 4 | -1.0
CCCCNC(=O)COC(=O)c1c2c(nc3ccccc13)CCC2 | 33* | -2 | 28 | 11 | -16 | 0 | 13 | 1 | -3 | 0.0
C=CCNC(=O)c1ccccc1NC(=O)c1ccc(Cl)c(S(=O)(=O)Nc2ccccc2)c1 | 6 | 8 | 12 | . | 7 | . | 27 | -1 | -1 | -0.1
C=C(C)C1CCC(C)=C1CC(C)(C)/C=N\n1cnnc1 (stereo not drawn) | 3 | 1 | 12 | -4 | 1 | 1 | -5 | 0 | 1 | -0.2
COc1ccc(Br)cc1/C=N/NC(=O)c1ccc(OC)c(OC)c1 | 4 | 14 | 14 | 2 | -29 | 0 | 12 | 0 | 8 | -0.9
Cc1nc(SCC(=O)c2cc3ccccc3oc2=O)c(C#N)c(-c2ccccc2)c1C(=O)Nc1ccccc1 | -6 | 8 | 16 | -4 | 4 | -2 | 2 | 7 | 0 | -9.1
O=C(Cn1ccc(C(F)(F)F)n1)Nc1cccc(S(=O)(=O)N2CCCCC2)c1 | -1 | 3 | 2 | -14 | -4 | -1 | -2 | 1 | -3 | -0.9
COc1cc(S(=O)(=O)N2CCC(O)(c3cccc(C(F)(F)F)c3)CC2)ccc1-n1cnnn1 | 2 | -2 | 22 | 4 | 11 | 0 | 15 | 0 | 4 | -0.2
CCOC(=O)c1c(C)[nH]c(C)c1S(=O)(=O)NCc1ccccc1OCC | 3 | -4 | 8 | 13 | -19 | 5 | 10 | 25 | -4 | 0.3
CC12CCC(=O)N1C(C(=O)NCCc1ccc(F)cc1)CS2 (stereo not drawn) | -3 | 3 | 16 | 8 | -26 | 9 | -11 | -11 | 0 | -0.2
Cc1ccc(NC(=O)CCOc2ccccc2)cc1 | -2 | -5 | -68 | 47 | -156 | 13 | -203 | -2 | -6 | 2.8
Remaining list, next part
SMILES | HSP90 inh | HDAC3 inh | AI-2 QS modul | HSF-1 act | KLF5 inh | HSF1 inhib | aSyn 5UTR inh | Platelet DG rel | IEC-6 cytotox | HIF act
CCOC(=O)C1(CCOc2ccccc2)CCN(C(=O)CCSC)CC1 | 2 | 5 | 11 | 0 | -8 | -3 | -9 | -1 | 8 | 0.3
CCCN(C(=O)c1ccc(OCC(C)C)cc1)c1c(N)n(Cc2ccccc2)c(=O)[nH]c1=O | . | 1 | 16 | -1 | . | 0 | 12 | 19 | . | -0.1
CCOC(=O)c1c(N)n(-c2ccc(N)cc2)c2nc3ccccc3nc12 | 0 | 9 | 3 | -14 | 15 | -2 | 44 | -5 | 1 | 0.2
CCc1c(C(=O)Nc2nnc(C3CC3)s2)csc1C | -3 | 3 | 17 | 7 | -8 | 4 | -119 | 0 | -6 | 1.2
C/C(=N/NC(=O)Cc1cccc2ccccc12)c1cccs1 | -1 | 5 | 15 | -26 | -16 | -15 | 13 | 14 | 1 | -0.2
Cc1ccccc1OCCn1c(=O)sc2ccccc21 | -1 | -1 | 7 | . | -6 | . | . | . | 10 | .
O=c1oc2ccccc2nc1/C=C(\O)c1ccc(Br)cc1 | 9 | 2 | 20 | 3 | -42 | 3 | -11 | 5 | 5 | 0.0
CCOC(=O)c1c(C)[nH]c(C(=O)CN2CCOCC2)c1C | 1 | 5 | 22 | -2 | -27 | 3 | -9 | -6 | -7 | 0.2
COc1cc(/C=N/Nc2nncn2/N=C/c2ccc(O)c(OC)c2)ccc1O | 12 | 5 | 17 | 29 | -55 | 11 | -18 | 56* | 8 | 0.6
